STAT1 act: increases IFN-gamma driven STAT1 reporter signal; NIH 3T3 STAT1-luciferase reporter, luminescence; 100% = IFN-gamma alone, no compound; activation (% of control), % at 5.5 µM; 200,000 compounds, 2.6% hits;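 active = activation above the screen-wide mean activation plus 3 SD, cut at about 130% in these data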;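 note: raw ratio to IFN-gamma control signal so 100% means no change and 0% no light; values of inactives mirror those of a sister screen read the other way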
Diaph act CS: diaphorase activation or chemical reduction counter-screen; Diaphorase/resazurin coupled assay, resorufin fluorescence, 16 min; stronger effect = higher value; 1 = vehicle wells, 0 = NADH-free wells; AID 1229; activation factor at 20 µM; 190,000 compounds, 0.005% hits;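 active = diaphorase activity raised at least twofold by the compound at 20 µM; inactive = activation factor below 2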
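Material: Purified diaphorase enzyme from Clostridium kluyveri | Buffer or medium: 50 mM HEPES pH 7.4 with 4.542 mM MgCl2, 0.005% Tween 20 | Times: 16 min enzyme reaction, ambient temperature | Signal: Red resorufin fluorescence at 544/590 nm excitation/emission | Measure: Increased resorufin signal from activators or reducing compounds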
Hsp70 activator: switches on Hsp70 transcription; HeLa Hsp70 promoter luciferase reporter, luminescence; scaled: vehicle 0, proteasome-inhibitor control 100%; activation, % at 10 µM; 200,000 compounds, 0.04% hits; AID 1203;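 active = activation above the mean across all tested compounds plus 3 SD, cutoff set per campaign, cut at about 5.5% in these data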;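 note: 100% = MG132 at 30 µM as the positive control and 0% = DMSO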
STAT1 inh: STAT1 signaling inhibition; 200,000 compounds, 0.35% hits; inhibition, % at 5.5 µM; NIH 3T3 STAT1-luciferase reporter, IFN-gamma, luminescence; AID 920;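 active = inhibition above a set limit, the mean inhibition across all tested compounds plus 3 SD, cut at about 34% in these data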;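 note: 0% = IFN-gamma with DMSO and 100% = IFN-gamma with 300 µM nifuroxazide; values of inactives mirror those of a sister screen read the other way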
Diaphorase inh: counter-screen for diaphorase-based assays: diaphorase inhibitors and chemical oxidizers; diaphorase resazurin-to-resorufin fluorescence, NADH, 16 min; bacterial (C. kluyveri) enzyme, not human; inhibition, % at 20 µM; 190,000 compounds, 0.69% hits;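 active = primary screen inhibition at 20 µM above a set limit, cut at about 50% in these data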;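 note: plate controls were DMSO with full reaction for no effect and wells lacking NADH for full effect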
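Test system: bacterial diaphorase enzyme (C. kluyveri); Quantity: 0.14 U/mL diaphorase, enzyme working solution; Times: reaction incubation of 16 min at room temperature; Measured by: fluorescence of resorufin formed from resazurin, Ex 544/Em 590 nm; Benchmarks: positive control minus NADH, DMSO neutral control.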
G6PDH CS: counter-screen for G6PDH assay hits: L. mesenteroides G6PDH inhibition | Purified L. mesenteroides G6PDH, diaphorase/resazurin coupled fluorescence, 45 min | inhibition, % at 5 µM | 200,000 compounds, 0.12% hits; in the data active = inhibition above about 50%
APP transl inh: APP translation inhibition. SH-SY5Y APP 5'UTR-luciferase reporter, luminescence. inhibition, % at 2 µM. 190,000 compounds, 0.82% hits. AID 1285;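 active = inhibition above a set limit, derived from the sample mean plus 3 SD, cut at about 45% in these data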; note: values of inactives mirror those of a sister screen read the other way
TLR4-MyD88 BLA: inhibitors of human TLR4-MyD88 binding. HeLa CL3-4 TLR4/MyD88 BLA complementation, FRET ratio. 200,000 compounds, 0.18% hits. inhibition, % at 8.4 µM; in the data active = inhibition above about 25%;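 note: 0% = vehicle and 100% = reference inhibitor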
Target sequence (O00206 whole entry, looked up): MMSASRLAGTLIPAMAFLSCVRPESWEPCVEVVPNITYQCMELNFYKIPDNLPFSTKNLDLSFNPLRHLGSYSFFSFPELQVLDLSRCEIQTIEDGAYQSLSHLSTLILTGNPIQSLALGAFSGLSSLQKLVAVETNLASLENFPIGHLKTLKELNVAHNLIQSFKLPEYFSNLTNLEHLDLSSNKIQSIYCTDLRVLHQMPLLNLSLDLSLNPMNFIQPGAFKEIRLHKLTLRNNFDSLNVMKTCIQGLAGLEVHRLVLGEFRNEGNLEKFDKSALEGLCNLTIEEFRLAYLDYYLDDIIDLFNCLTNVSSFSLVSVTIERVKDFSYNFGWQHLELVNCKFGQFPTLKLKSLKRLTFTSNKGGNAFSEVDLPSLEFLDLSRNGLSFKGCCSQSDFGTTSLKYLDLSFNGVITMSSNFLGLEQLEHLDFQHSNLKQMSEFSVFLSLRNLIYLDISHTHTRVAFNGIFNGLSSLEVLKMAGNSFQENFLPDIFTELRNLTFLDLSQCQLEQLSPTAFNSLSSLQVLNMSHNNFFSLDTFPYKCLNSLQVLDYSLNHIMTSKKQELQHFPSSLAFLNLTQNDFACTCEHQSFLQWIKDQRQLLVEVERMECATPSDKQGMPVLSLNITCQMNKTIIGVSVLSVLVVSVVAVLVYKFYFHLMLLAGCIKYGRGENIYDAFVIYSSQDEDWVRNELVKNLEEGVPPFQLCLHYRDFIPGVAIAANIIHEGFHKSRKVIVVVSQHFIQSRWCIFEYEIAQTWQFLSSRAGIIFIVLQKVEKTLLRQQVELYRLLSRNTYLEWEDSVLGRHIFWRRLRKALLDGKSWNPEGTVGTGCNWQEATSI
Target sequence (Q99836 whole entry, looked up): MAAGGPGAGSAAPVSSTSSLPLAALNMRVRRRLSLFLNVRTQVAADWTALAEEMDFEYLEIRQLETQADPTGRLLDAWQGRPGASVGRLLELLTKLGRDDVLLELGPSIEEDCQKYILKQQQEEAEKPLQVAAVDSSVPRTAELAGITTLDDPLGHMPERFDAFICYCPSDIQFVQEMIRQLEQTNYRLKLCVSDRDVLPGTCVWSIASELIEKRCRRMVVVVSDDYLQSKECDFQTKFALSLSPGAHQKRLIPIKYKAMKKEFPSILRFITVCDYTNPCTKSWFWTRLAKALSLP
STAT3 blocker: inhibitors of IL-6 induced STAT3 signaling | U3A cells, IL-6 STAT3-luciferase reporter, luminescence; host cell line lacks STAT1 | inhibition, % at 5.5 µM | 190,000 compounds, 0.89% hits;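 active = inhibition above the mean inhibition across all screened compounds plus 3 SD, cut at about 44% in these data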;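 note: 0% = DMSO only wells and 100% = 100 µM nifuroxazide control wells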
STAT3 activator: STAT3 signaling activation | U3A cells, IL-6 STAT3-luciferase reporter, luminescence; 100% = signal with IL-6 EC80 alone | activation (% of control), % at 5.6 µM | 190,000 compounds, 0.91% hits;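 active = activation above the screen-wide mean of compound activation plus 3 SD, cut at about 130% in these data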;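 note: 0% = background luminescence of wells with medium and substrate only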
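Material: STAT3-luciferase reporter U3A cells. Controls: IL-6-treated wells, 100% activation. Read-out: % activation versus median of IL-6-stimulated wells. Probe or stimulus: IL-6 stimulus at 33 ng/mL final. Timing: compound 1 h, then IL-6 6 h at 37 °C. Signal: reporter luminescence signal.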
Numbers without * were called inactive; / = no result given.

SMILES	STAT1 act	Diaph act CS	Hsp70 activator	STAT1 inh	Diaphorase inh	G6PDH CS	APP transl inh	TLR4-MyD88 BLA	STAT3 blocker	STAT3 activator
CC(=O)c1cc2c(cc1NS(=O)(=O)c1ccccc1F)OCO2	107	1	0.0	-6	5	6	4	5	6	97
Cc1cc(C)c(C)c(S(=O)(=O)NC2CCN(Cc3ccccc3)CC2)c1C	110	0.9	0.4	-11	8	0	6	11	5	99
Cc1cccc(Nc2nnc(SCC(=O)c3ccc(Br)s3)s2)c1C	98	0.8	-0.3	2	25	5	13	-5	10	93
CC(=O)Nc1ccccc1NC(=O)C/C(C)=N/NC(=O)c1ccncc1	101	1.1	-0.2	-1	-10	8	-8	12	1	103
Cc1cc(OCCN2CCOCC2)ccc1[N+](=O)[O-]	112	0.8	-0.4	-14	22	2	-30	8	12	94
CCOC(=O)/C(N=Nc1ccc(F)cc1)=C(/O)c1ccc([N+](=O)[O-])cc1	98	1	-0.3	2	4	0	-4	10	6	101
Cc1c(C(=O)Nc2ccccc2)oc2c1C(=O)CC(C)(C)C2	110	1	0.1	-11	2	22	4	1	4	99
c1ccc(-n2nnnc2SCc2cccc3nsnc23)cc1	95	0.9	-0.1	5	8	12	-5	-2	2	100
Cc1ccc(OCC(O)Cn2c(=N)n(Cc3ccccc3)c3ccccc32)cc1 (configuration not stated)	88	0.9	-0.3	13	7	-1	8	16	13	93
CCn1c(NC(=O)c2cccs2)nc2ccccc21	106	1.1	0.4	-6	-9	2	-8	13	-45	146*
COc1ccc(-n2c(Cc3cc(=O)[nH]c(=O)[nH]3)nnc2SCC(=O)NC2CCCC2)cc1	99	0.9	-0.2	1	14	1	-1	0	2	102
O=C(CSc1nc2cc(Cl)ccc2o1)Nc1ccc(N2CCOCC2)cc1	105	1	0.4	-6	0	-1	-58	8	13	92
Cc1c(NC(=O)c2cc(-c3ccc4c(c3)OCO4)on2)c(=O)n(-c2ccccc2)n1C	101	0.8	0.1	1	16	4	16	-5	7	99
O=C(C=C1CCN(c2ncc(C(F)(F)F)cc2Cl)CC1)NNC(=O)Nc1ccccc1	98	0.9	-0.3	2	14	-4	-2	-13	1	105
COc1ccc(CNc2nc3nc(C)c(Cl)c(C)n3n2)cc1OC	88	/	-0.6	13	/	/	-17	-9	9	92
Cc1c(NC(=O)CSc2nnnn2-c2ccc(C(=O)O)cc2)c(=O)n(-c2ccccc2)n1C	97	0.9	-0.1	2	7	5	0	4	6	98
COc1ccc2cc(C#N)c(N3CCN(C(=O)c4ccccc4C)CC3)nc2c1	91	0.8	0.0	6	15	1	-9	-1	23	85
COC(=O)Cc1ccc(NC(=S)NCCSc2ccc(C)cc2)cc1	98	0.8	-0.3	1	20	16	-2	-6	9	95
O=C(c1ccc(Br)cc1)C1CCc2occc2C1=O (configuration not stated)	106	0.9	1.2	-6	14	5	2	-1	0	104
O=C(Cc1ccccc1)Nc1ccccc1C(=O)N1CCCCCC1	97	1.2	-0.2	0	-15	6	3	12	11	95
COC(=O)/C(=C\Nc1ccc(OC)cc1)NC(=O)c1ccc(Cl)cc1Cl	107	0.7	0.6	-4	30	4	/	0	-8	107
Cc1nnc(SCc2cnc(-c3ccccc3)o2)[nH]c1=O	102	0.8	-0.1	-2	15	10	-9	18	2	102
Cc1nc2ccccc2c(=O)n1NC(=O)c1ccco1	106	1	0.0	-7	-1	-7	20	-4	4	100
CC1(C)CC(=O)C(C(C2=C(O)CC(C)(C)CC2=O)c2ccco2)C(=O)C1 (configuration not stated)	100	1	-0.3	0	3	4	3	-6	10	97
COc1ccc(NC(=S)N2CCN(C(=O)C3CCCO3)CC2)c(OC)c1 (configuration not stated)	100	0.9	-0.5	0	8	7	7	-9	-5	102
CCOC(=O)C1(CCCc2ccccc2)CCN(C(=O)c2cnc(C)cn2)CC1	100	1.1	-0.1	-1	-12	9	-10	2	-1	102
O=C(N/N=C/CCc1ccccc1)c1ccc(CN2c3cccc4cccc(c34)S2(=O)=O)cc1	86	1	-0.4	16	2	-54	-4	-5	13	91
COc1cccc(C2=NOC(C(=O)Nc3cccnc3)C2)c1 (configuration not stated)	97	0.9	0.1	3	10	3	14	-5	12	93
CCOC(=O)CC(/C(C)=N\O)c1ccccc1 (configuration not stated)	99	0.8	-0.1	1	23	3	0	-5	3	100
O=C(CN1CCOCC1)Nc1nc(-c2ccc3c(c2)CCN3S(=O)(=O)c2ccccc2)cs1	95	0.9	-0.3	5	13	2	-3	-4	30	80
Cc1cc2nc(CCl)cc(=O)n2[nH]1	97	0.9	-0.1	3	12	9	-32	-7	1	101
COc1ccc2nc(NC3=NC(C(=O)Nc4ccc(C)cc4)CC(=O)N3)nc(C)c2c1 (configuration not stated)	99	0.9	-0.4	2	6	4	-6	-11	6	99
Cc1ccc(/C(N)=N/OC(=O)CCC2CCCC2)cc1	106	0.9	-0.4	-10	13	-2	-23	16	10	95
Cc1ccc(S(=O)(=O)N(C)c2ccc(OCC(=O)Nc3nc(-c4ccccc4)cs3)cc2)cc1	95	0.8	-0.4	5	16	-21	-15	5	-12	109
Cc1cc(C)c(-c2noc(C(=O)OC(C)(C)C)c2C(=O)OC(C)(C)C)c(C)c1	95	0.9	-0.2	5	12	10	2	2	1	103
CCn1c(=O)c2ccccc2n2c(SCC(=O)NCc3cccs3)nnc12	95	0.9	-0.3	5	14	0	-4	-3	11	94
OCCC1CN(C2CCN(c3ccccc3)CC2)CCN1Cc1ccc(F)c(F)c1 (configuration not stated)	95	0.8	0.1	4	21	16	-7	3	0	102
N#Cc1ccc(Cn2c(=O)c(C#N)c3n(c2=O)CCC3)cc1	106	0.9	-0.2	-6	6	6	4	-10	3	99
O=C(O)C1CCCN(S(=O)(=O)c2ccccc2)C1 (configuration not stated)	100	1.3	-0.1	-2	-31	33	8	-13	9	96
CSc1nc(Cc2ccccc2)nc2ccccc12	97	0.8	0.1	4	23	24	13	-7	6	97

One compound at a time, as listed above. Values in the order: STAT1 act	Diaph act CS	Hsp70 activator	STAT1 inh	Diaphorase inh	G6PDH CS	APP transl inh	TLR4-MyD88 BLA	STAT3 blocker	STAT3 activator
Profile of N#Cc1ccc(Cn2c(=O)c(C#N)c3n(c2=O)CCC3)cc1 = 106	0.9	-0.2	-6	6	6	4	-10	3	99
Profile of OCCC1CN(C2CCN(c3ccccc3)CC2)CCN1Cc1ccc(F)c(F)c1 (configuration not stated) = 95	0.8	0.1	4	21	16	-7	3	0	102
Profile of Cc1cc(C)c(-c2noc(C(=O)OC(C)(C)C)c2C(=O)OC(C)(C)C)c(C)c1 = 95	0.9	-0.2	5	12	10	2	2	1	103
Profile of COc1ccc2nc(NC3=NC(C(=O)Nc4ccc(C)cc4)CC(=O)N3)nc(C)c2c1 (configuration not stated) = 99	0.9	-0.4	2	6	4	-6	-11	6	99
Profile of CSc1nc(Cc2ccccc2)nc2ccccc12 = 97	0.8	0.1	4	23	24	13	-7	6	97

2 compounds from above, showing only STAT3 blocker and G6PDH CS:
mol	STAT3 blocker	G6PDH CS
CCOC(=O)CC(/C(C)=N\O)c1ccccc1 (configuration not stated)	3	3
O=C(CN1CCOCC1)Nc1nc(-c2ccc3c(c2)CCN3S(=O)(=O)c2ccccc2)cs1	30	2

More compounds.
SMILES	STAT1 act	Diaph act CS	Hsp70 activator	STAT1 inh	Diaphorase inh	G6PDH CS	APP transl inh	TLR4-MyD88 BLA	STAT3 blocker	STAT3 activator
Cc1cc(C(=O)NCCCn2ccnc2)sc1-c1ccccc1	97	1	-0.2	3	-5	-26	-5	-7	7	95
O=C(OCCN1CCN(c2ncc(C(F)(F)F)cc2Cl)CC1)c1ccc(Cl)cc1	105	0.8	-0.2	-6	17	-13	1	8	-3	107
O=C(O)C1C2C=CC(C2)C1C(=O)N1CCN(C/C=C/c2ccccc2)CC1 (configuration not stated)	96	0.9	-0.3	5	6	-6	-4	15	14	94
CCN1CN=C(NS(=O)(=O)c2ccc(C)cc2)NC1	102	0.9	-0.1	-2	9	4	1	-4	3	102
Cc1c(NC(=O)c2cc3nc(-c4ccc(Br)cc4)cc(C(F)(F)F)n3n2)c(=O)n(-c2ccccc2)n1C	101	1	-0.2	-1	4	7	12	-6	26	81
CC(Cc1ccsc1)NC(=O)CCc1nnc(COc2ccccc2)o1 (configuration not stated)	98	0.9	-0.3	0	8	9	-23	0	-14	117
CCN1C(=O)CCCc2ccccc21	97	0.9	0.0	2	7	7	4	7	11	94
O=C(CSc1ccc2nnc(-c3ccccc3)n2n1)NCc1ccc2c(c1)OCO2	96	0.9	0.7	4	9	-10	-8	-4	10	99
CCCCc1nc(NCC2CCCO2)c(C#N)c2c1COC(C)(C)C2 (configuration not stated)	97	1	1.1	3	-2	7	-16	-5	-1	103
Cc1ccc(C2C3=C(CCCC3=O)N=C3c4ccccc4C(=O)C32)cc1 (configuration not stated)	92	0.7	-0.5	9	35	1	-1	-16	1	97
COc1cc(NC(=O)COC(=O)CCc2cc(OC)c(OC)c(OC)c2)cc(OC)c1	103	1.2	-0.1	-5	-18	-1	-1	0	6	99
O=C(c1ccc(Cn2c(=O)[nH]c3ccccc3c2=O)cc1)N1CCN(c2ccccc2)CC1	114	0.8	-0.2	-15	22	9	3	-9	5	96
COc1ccc(C)cc1NC(=O)c1ccc([N+](=O)[O-])cc1[N+](=O)[O-]	96	0.9	0.0	3	11	14	18	3	8	97
O=C(O)CCCN1C(=O)c2ccc(Oc3cccc([N+](=O)[O-])c3)cc2C1=O	95	0.9	-0.2	3	11	1	0	-4	7	99
OC(COc1ccc2ccccc2c1)CN1CCCC1 (configuration not stated)	111	0.9	-0.2	-12	8	0	-2	-5	1	103
COc1ccc(OCCSc2nnc3sc4ccccc4n23)cc1	119	1	0.0	-20	2	1	-16	6	14	92
CCOC(=O)c1nnn(-c2nonc2-n2cccc2)c1CN1CCC(C)CC1	97	0.9	-0.3	3	6	1	-11	-7	8	97
CCCCCSc1nc(N2CCOCC2)c2c(c1C#N)CC(C)(C)OC2	98	0.7	0.1	3	26	2	9	-6	-7	108
COc1ccc(C)cc1-n1nnnc1SCC1CCCCO1 (configuration not stated)	102	0.9	-0.3	-2	14	5	4	5	-5	111
O=C(CSc1ccc(-c2cccc([N+](=O)[O-])c2)nn1)N1CCCCC1	103	1	-0.2	-6	3	1	2	6	7	103
O=C(N/N=C/c1ccc[nH]1)c1cc(-c2ccc(Cl)cc2)nc2ccccc12	104	0.8	-0.1	-4	21	-3	6	3	2	104

Screening results deposited in PubChem BioAssay by several laboratories.
